TbREL1 primary: TbREL1 inhibition, primary screen; inhibition, % at 9.66 µM; 0.49% of 89,000 active; TbREL1 RNA ligation, FRET fluorescence; AID 1117264;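 active = inhibition above the mean inhibition across all screened compounds plus 3 SD, cut at about 11% in these data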;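 also: 0% = plate median of test wells and 100% = NSC42067 control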
Target sequence (P86926 whole entry, looked up): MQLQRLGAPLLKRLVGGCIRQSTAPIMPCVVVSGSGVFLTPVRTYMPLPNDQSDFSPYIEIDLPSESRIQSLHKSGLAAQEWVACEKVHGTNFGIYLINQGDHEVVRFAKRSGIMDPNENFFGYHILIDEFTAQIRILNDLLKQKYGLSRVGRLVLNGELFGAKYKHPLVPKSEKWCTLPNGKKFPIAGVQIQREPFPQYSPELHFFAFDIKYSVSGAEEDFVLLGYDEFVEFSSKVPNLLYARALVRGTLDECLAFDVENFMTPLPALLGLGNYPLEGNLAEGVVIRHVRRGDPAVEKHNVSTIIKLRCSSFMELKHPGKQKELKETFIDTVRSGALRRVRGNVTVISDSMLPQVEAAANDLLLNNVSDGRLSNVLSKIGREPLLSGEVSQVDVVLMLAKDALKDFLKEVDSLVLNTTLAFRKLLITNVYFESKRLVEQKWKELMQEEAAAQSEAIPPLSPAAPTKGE
Numbers without * were called inactive.

SMILES	TbREL1 primary
CC(=O)/C(=N/Nc1cccc(Cl)c1)N1CCOCC1	6
CSc1nc(C)c2c(n1)N(c1ccc(C(F)(F)F)cc1)CC2	2
COc1ccc(CC2CCN(c3ncnc4sccc34)CC2)cc1	0
O=C(CCN1C(=O)c2ccccc2C1=O)Nc1cc(F)ccc1F	-2
Cc1cccc(N(NC(=O)C(C)(C)O)C(=O)c2ccccc2)c1	-5
Cc1c(NC(=O)c2noc3c2CCc2ccccc2-3)c(=O)n(-c2ccccc2)n1C	1
O=C(CSc1nnc(-c2ccco2)n1CC1CCCO1)N1CCCCC1 (stereo unspecified)	8
COc1cccc(-c2cc(C(F)(F)F)nc(N3CCN(c4ccccc4)CC3)n2)c1	5
Cc1cccc(OCCNC(=O)CCNS(=O)(=O)c2ccc3ccccc3c2)c1	1
COc1ccc2oc(C(=O)NC3CCCCC3)c(C)c2c1	-2
COc1ccc(-c2nn(CCC(=O)O)cc2/C=N/NC(N)=S)cc1	-5
CC1(C(=O)O)CCN1C(=O)c1cccc(OC(F)(F)F)c1 (stereo unspecified)	0
Cc1ccc(NC(=O)CSc2nnc(-c3cccnc3)n2Cc2ccco2)c(C)c1	3
Cc1cccc(N2CCN(C(=O)C3CC(=O)N(c4ccc5c(c4)OCCO5)C3)CC2C)c1 (stereo unspecified)	-5
COc1ccc(-n2nnnc2SCC(=O)c2ccc(O)c(O)c2)cc1	-5
COc1cc2c(cc1OC)CN(c1nc(CN3CCCC3)nc3sc(C)c(C)c13)CC2	2
Cc1ccc(-n2c(SCC(=O)c3ccccc3Br)nnc2-c2ccncc2)cc1	-4
CCCCOC(=O)Nc1sc2nc(C)cc(C)c2c1-n1cccc1	-1
O=C(NCc1ccc(Cl)cc1)C1CCN(S(=O)(=O)c2cccnc2)CC1	1
CC(C)(C)[C@@H]1C=C(C(=O)O)[C@H](c2ccc(Cl)cc2)N1S(=O)(=O)c1ccccc1	0
O=C(Nc1ccc(-c2nc3cc(Cl)ccc3c(=O)o2)cc1)c1ccco1	0
Cc1ccc(-c2nnc(Nc3ccc(C(=O)N(C)C)cc3)c3ccccc23)cc1S(=O)(=O)NC(C)(C)CO	-2
CCN(CC(=O)Nc1c(F)cccc1F)C(=O)/C=C/c1ccc(C)cc1	-3
CC(C)CNC(=O)C(=O)NNC(=O)c1ccco1	4
CN1CCC(N[C@@H](Cc2c[nH]c3ccccc23)C(=O)NCC(c2ccccc2)c2ccccc2)(C(=O)NC2CCCCC2)CC1	-1
Cc1cc(C)c2c(=O)[nH]c(=O)n(Cc3ccccc3)c2n1	0
CCc1nnc(NS(=O)(=O)c2ccc(NC(=O)c3ccccc3)cc2)s1	0
N#Cc1ccccc1OCc1cn(CC(=O)c2ccc(O)cc2)nn1	0
CCOc1ccc(C(O)Cc2nc3ccccc3n2C)cc1 (stereo unspecified)	-7
O=C(C1CCN(c2nnc(-n3cccc3)s2)CC1)N1CCN(Cc2ccc3c(c2)OCO3)CC1	1
Cc1oc(-c2cccc(Cl)c2)nc1CN1CCCC(C(=O)NC(C)c2ccc3c(c2)OCCO3)C1 (stereo unspecified)	0
O=C(NCCc1c[nH]c2ccccc12)OCc1cn(-c2ccccc2Cl)nn1	-1
COc1ccc(NCC(=O)Nc2cccc(C(F)(F)F)c2)cc1S(=O)(=O)N1CCOCC1	-5
C/C(=N\NC(N)=S)c1ccncc1	-5
N#Cc1ccccc1S(=O)(=O)N1CCN(C(=O)Cc2coc3cc(O)ccc23)CC1	3
CCCCn1c(CCC(=O)O)ccc1-c1cccs1	3
O=c1c2oc3nc4c(cc3c2ncn1CCCc1ccccc1)CCCC4	1
Cc1ccc(CN2CC(C(=O)N3CCN(c4ccccc4O)CC3)CC2=O)cc1 (stereo unspecified)	2
CCN(CC)CCCNC(=O)c1oc(=O)c2ccccc2c1-c1ccc(C)cc1	2
COc1ccc(CCNC(=O)CCCn2nc(C)c([N+](=O)[O-])c2C)cc1OC	1
O=C(CN1CCN(C(=O)c2ccco2)CC1)Nc1c2c(nc3c1CCC3)CCCC2	-1
CCN(CC)CCNC(=O)CCCCCn1c(=O)[nH]c2cc(C(=O)OC)ccc2c1=O	0
O=c1c(-c2cc3ccccc3[nH]2)nc2ccccc2n1C(CCc1ccccc1)c1nc2ccccc2[nH]1 (stereo unspecified)	3
COc1ccccc1C1C(C(N)=O)=C(C)Nc2nc(-c3ccc(Cl)cc3)nn21 (stereo unspecified)	-1
CCCCS(=O)(=O)Nc1ccc(C(=O)NCC2CCCO2)cc1 (stereo unspecified)	5
Cc1c(C2=CCN(S(=O)(=O)c3ccc(Cl)cc3)CC2)c2ccccc2n1C	-2
CCOC(=O)Cc1c(C)nc2cc(C)nn2c1C	1
CC(C)=CC(=O)Nc1nnc(C(C)C)s1	0

Five structures from above, ordered by SMILES length, low to high.
SMILES	TbREL1 primary
CCOC(=O)Cc1c(C)nc2cc(C)nn2c1C	1
CCN(CC)CCCNC(=O)c1oc(=O)c2ccccc2c1-c1ccc(C)cc1	2
Cc1ccc(CN2CC(C(=O)N3CCN(c4ccccc4O)CC3)CC2=O)cc1 (stereo unspecified)	2
Cc1c(C2=CCN(S(=O)(=O)c3ccc(Cl)cc3)CC2)c2ccccc2n1C	-2
COc1ccc(CCNC(=O)CCCn2nc(C)c([N+](=O)[O-])c2C)cc1OC	1

Additional results:
SMILES	TbREL1 primary
Nc1ccccc1S(=O)(=O)NC1=NCCCCC1	9
CCOC(=O)NC(=O)COC(=O)Cc1cc(OC)c(OC)c(OC)c1	6
Cc1cc(N(CN2CCCC2=O)C(=O)c2ccc(F)cc2)no1	2
Cc1ccccc1NC(=O)CN1C(=O)CSc2ccccc21	2
O=C(NCCc1ccc(Cl)cc1)c1ccc2c(c1)ncn2C1CCCCC1	-2
CCOc1ccc(N(CC(=O)NC2CCCCC2)S(=O)(=O)c2c(C)noc2C)cc1	-1
CCC(=O)N1CCCc2cc(S(=O)(=O)N3CCCc4ccccc43)ccc21	4
CCCCN(C)C(=O)c1nc2ccccn2c1CN1CCN(c2ccccn2)CC1	1
CN1C(C(=O)NCCc2cccs2)CC2Cn3c(nc4cc(Cl)c(Cl)cc43)C21 (stereo unspecified)	-2
COc1ccc(/C=N/NC(=O)c2cccc(COCC(F)(F)C(F)F)c2)cc1	-1
CCCOc1ccccc1NC(=O)CC1Nc2ccccc2NC1=O (stereo unspecified)	3
COc1ccc(OC)c(Nc2cc(C)nc3nc(C)nn23)c1	-2
O=C(COc1cccc(F)c1)NNC(=O)Cc1ccc(S(=O)(=O)N2CCOCC2)s1	4
CCN(C(=S)NC(=O)c1ccco1)c1cccc2ccccc12	0
Cc1ccccc1N1CCN(CCCOc2ccc3c(C)cc(=O)oc3c2)CC1	0
Cc1cc(C)c(NC(=O)COC(=O)c2ccc([N+](=O)[O-])s2)c(C)c1	-1
O=C(Cc1ccc(F)cc1)NC1CCCC1	0
C=CCSC1=C(C#N)C(c2cccc(OC)c2)CC(=O)N1 (stereo unspecified)	1
Cc1cccc(OCCOCCN2CCNCC2)c1C	2
COc1cccc(C(=O)N2CCN(S(=O)(=O)Cc3ccccc3)CC2)c1OC	1
CCCCCCNC(=O)CC(NS(=O)(=O)c1ccc(OC)cc1)C(C)C (stereo unspecified)	-3
CC(C)(C)OC(=O)N1Cc2ccccc2C[C@H]1C(=O)N1CCC[C@H]1C(=O)O	-2
CCCn1c(SCC(=O)Nc2ccc3c(c2)OCO3)nc2c1c(=O)n(C)c(=O)n2C	-2
CC1CCCC(C)N1C(=O)COC(=O)c1cc(Br)ccc1Cl (stereo unspecified)	8
C=CCN(C(=O)CCC(=O)Nc1cc(C)on1)C(C(=O)NC1CCCC1)c1ccc(OC)cc1OC (stereo unspecified)	0
CCCCc1ccc2nc(NC(=O)c3cccs3)sc2c1	4
Cc1cc(NS(=O)(=O)c2ccc(NC(=O)c3cnc(Cl)c(Cl)c3)cc2)nc(C)n1	-3
O=C(NS(=O)(=O)c1ccccc1)c1ccccc1O	2
O=C(CCCN1C(=O)C2C3C=CC(C3)C2C1=O)N1CCN(c2ccccc2)CC1 (stereo unspecified)	-2
c1cncc(CNc2ncnc3sccc23)c1	0
Cc1ccc(-n2cc(CN(C)Cc3ncc[nH]3)c(-c3cccc(C)c3)n2)cc1	1
Nn1c(SCc2ccc([N+](=O)[O-])cc2)nnc1-c1n[nH]c2c1CCC2	-2
C#CCOCCOCCOCCNc1nc(N2CCN(C(=O)[C@H](CCC(=O)O)n3cc(C(N)CO)nn3)CC2)nc(N2CCN(C(=O)[C@H](Cc3ccc(O)cc3)n3cc(C(N)[C@H](C)CC)nn3)CC2)n1 (stereo partly specified)	-2
Cc1cc(C(=O)NCc2ccccc2Cl)c2ccccc2n1	-3
CCCCOc1ccc(C(=O)Nc2ccc(OCC(=O)N3CCOCC3)cc2)cc1	-4
CCCCNc1cccc2c1S(=O)(=O)N[C@@H](CC(C)C)CO2	-3

5 of the entries above in order of their number in TbREL1 primary, falling.
SMILES	TbREL1 primary
CCCCc1ccc2nc(NC(=O)c3cccs3)sc2c1	4
O=C(NS(=O)(=O)c1ccccc1)c1ccccc1O	2
C#CCOCCOCCOCCNc1nc(N2CCN(C(=O)[C@H](CCC(=O)O)n3cc(C(N)CO)nn3)CC2)nc(N2CCN(C(=O)[C@H](Cc3ccc(O)cc3)n3cc(C(N)[C@H](C)CC)nn3)CC2)n1 (stereo partly specified)	-2
CCCCNc1cccc2c1S(=O)(=O)N[C@@H](CC(C)C)CO2	-3
CCCCOc1ccc(C(=O)Nc2ccc(OCC(=O)N3CCOCC3)cc2)cc1	-4

Next section
SMILES	TbREL1 primary
CCc1ccc(OCc2n[nH]c(=S)n2C(C)CCCC(C)C)cc1 (stereo unspecified)	-4
Cn1c2ccccc2c2cnn(CC(=O)O)c(=O)c21	1
CCN(C(=O)C(C)Sc1ccc(S(=O)(=O)N2CCOCC2)cn1)c1ccccc1 (stereo unspecified)	-4
CSc1cccc(NC(=S)N2CCC(N(C)C3CCCCC3C)CC2)c1 (stereo unspecified)	-4
CC(=O)c1cccc(NC(=O)N2CCC(NC(=O)c3ccco3)CC2)c1	-4
CCC(=O)OC1(C)C(=O)C=C2C=C(c3ccc(C#N)cc3)OC=C2C1=O (stereo unspecified)	-2
Cc1cc(=O)oc2cc(NC(=O)c3ccccc3OC(F)F)ccc12	0
NC(=O)c1cccn1-c1ncc(C(F)(F)F)cc1Cl	0
Cc1ccc(C)c(OCCC(=O)OCC(=O)NC(=O)NC2CCCC2)c1	-1
CC(O)CNc1nc(N)[nH]c(=O)c1N=Nc1ccccc1 (stereo unspecified)	0
COc1cccc(CNC(=O)COC(=O)c2ccc(N3CCCC3=O)cc2)c1	0
O=C(NCc1cccnc1)c1cc(C(=O)C2CC2)c[nH]1	-1
CCOC(Cn1c(SCc2cc(C(C)=O)ccc2OC)nc2ccccc2c1=O)OCC	2
NC(=O)CCn1c(C(=O)c2cccc([N+](=O)[O-])c2)c2ccccc2[n+]1[O-]	6
O=C(Cn1cc(SCc2ccc(Cl)cc2)c2ccccc21)N1CCOCC1	-3
O=c1ccn([C@@H]2O[C@H](CNCc3c(OCc4ccccc4F)ccc4ccccc34)[C@@H](O)[C@H]2O)c(=O)[nH]1	0
O=C1CCCC(O)=C1C=Nc1cccc(C(F)(F)F)c1	-2
CC(C)(C)NS(=O)(=O)c1ccc(-c2csnn2)s1	0
Cc1ccc(CSCCNS(=O)(=O)c2ccc([N+](=O)[O-])cc2)cc1	5
Cc1ccc(S(=O)(=O)N2CCOCC2)cc1NC(=O)CSc1nnc(COc2ccccc2F)n1N	-2
CCCC1NC(=O)c2cccnc2-n2c1nc1ccc(Br)cc1c2=O (stereo unspecified)	1
CC1(C)CC(=O)C2=C(C1)OC1=C(C(=O)CC(C)(C)C1)C2c1ccc(O)cc1O	-1
O=C1CC2CS(=O)(=O)CC2N1c1ccc(Cl)cc1Cl (stereo unspecified)	-3
C/C(=N\NC(=O)c1ccc2c(c1)OCO2)c1ccc(O)cc1	3
CCOc1cc(C)c(Cl)cc1S(=O)(=O)NCc1ccco1	-2
c1cncc(-c2ccc3ncnc(NCc4cccs4)c3c2)c1	1
C/C(=N\OC(=O)c1ccc(OC(C)C)cc1)c1ccc(C)c(C)c1	-1
COc1ccccc1N(CC(=O)NC1CCCC1)S(=O)(=O)c1ccc(C)cc1	-2
Cc1nn(-c2ccc(F)cc2)c(Cl)c1C(=O)NCC1CCCO1 (stereo unspecified)	-1
CC(=O)Oc1ccc(-c2cccc(C(=O)NCCCO)c2)cc1	6
CCOc1ccccc1CN1CCC(n2nccc2NC(=O)C2CCCC2)CC1	-2
O=C(CSCCc1ccccn1)Nc1cccnc1	8
CCn1c(C)nc2cc(C(=O)NNC(=S)Nc3ccc(C)cc3)ccc21	-2
O=C(NC1CCCCC1)c1cccc(Cn2cc(Cl)cn2)c1	-1
CCOC(=O)Cc1csc(NC(=O)C2C3C=CC(C3)C2C(=O)O)n1 (stereo unspecified)	-4
Cc1cc(OCC(=O)Nc2ccc(CN3CCOCC3)cc2)ccc1Cl	-2
O=C(Oc1ccc(-c2nnco2)cc1)N1CCCCC1	0
CCCN(C(=O)Cc1csc(-c2ccccc2)n1)C1CCS(=O)(=O)C1 (stereo unspecified)	-1
Cc1cc2oc(=O)cc(CN(C)Cc3ccc(OC(F)F)cc3)c2cc1Cl	-1
COc1ccc2c(c1)C(C)=CC(C)(C)N2C(=O)Nc1ccccc1	0
O=c1cc(CSc2ccccn2)c2ccccc2[nH]1	0
CC1(C(=O)N2CCC(CO)(Cc3cccc(C(F)(F)F)c3)CC2)CC1	0

3 compounds picked at random from the list so far, as already listed:
SMILES	TbREL1 primary
O=c1cc(CSc2ccccn2)c2ccccc2[nH]1	0
O=C(Oc1ccc(-c2nnco2)cc1)N1CCCCC1	0
Cc1cc2oc(=O)cc(CN(C)Cc3ccc(OC(F)F)cc3)c2cc1Cl	-1

Some of the compounds tested; count on the stated rates, not on these rows.
